# From PubChem BioAssay
# aSyn rescue – alpha-synuclein toxicity inhibition in yeast. Yeast expressing alpha-synuclein, growth rescue, BacTiter-Glo, 24 h. Potency, µM (titrated, usually from 46.1 µM), without a hit: top-dose growth rescue (activation), usual class: activators. hit rate 0.14% among 370,000; further: % of control where 0% means no effect; nearly all actives have a fitted effect of over 65% in size
#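 Screening used galactose-induced yeast with toxic alpha-synuclein levels, exposed to compound for 24 hr at 30 deg C. Cell growth, read with BacTiter-Glo luminescence, gave the measured signal.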
# EPAC2 antag – EPAC2 (human) antagonism. Q8WZA2. EPAC2 GEF exchange of Rap1B-BODIPY-GDP, fluorescence. Potency, µM (highest dose often 114 µM), inactives show at the highest dose activity, negative = inhibition, hits mostly inhibitors. hit rate 0.18% among 360,000; further: on the % scale 0 is the no-effect control and ±100 the full control effect; nearly all actives have a fitted effect of over 45% in size; many of its hits are not listed in these tables
# EPAC1 antagonist – antagonists of human EPAC1; O95398; EPAC1 GEF assay, Rap1b-BODIPY-GDP exchange fluorescence; Potency, µM (doses to about 115 µM), for inactives: top-dose activity change, negative = inhibition, actives largely listed as inhibitors; hit rate 0.14% among 360,000;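 further: plate controls were vehicle for no effect and positive control for full effect; nearly all actives have a fitted effect of over 50% in size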
# Target sequence (O95398 whole entry, looked up): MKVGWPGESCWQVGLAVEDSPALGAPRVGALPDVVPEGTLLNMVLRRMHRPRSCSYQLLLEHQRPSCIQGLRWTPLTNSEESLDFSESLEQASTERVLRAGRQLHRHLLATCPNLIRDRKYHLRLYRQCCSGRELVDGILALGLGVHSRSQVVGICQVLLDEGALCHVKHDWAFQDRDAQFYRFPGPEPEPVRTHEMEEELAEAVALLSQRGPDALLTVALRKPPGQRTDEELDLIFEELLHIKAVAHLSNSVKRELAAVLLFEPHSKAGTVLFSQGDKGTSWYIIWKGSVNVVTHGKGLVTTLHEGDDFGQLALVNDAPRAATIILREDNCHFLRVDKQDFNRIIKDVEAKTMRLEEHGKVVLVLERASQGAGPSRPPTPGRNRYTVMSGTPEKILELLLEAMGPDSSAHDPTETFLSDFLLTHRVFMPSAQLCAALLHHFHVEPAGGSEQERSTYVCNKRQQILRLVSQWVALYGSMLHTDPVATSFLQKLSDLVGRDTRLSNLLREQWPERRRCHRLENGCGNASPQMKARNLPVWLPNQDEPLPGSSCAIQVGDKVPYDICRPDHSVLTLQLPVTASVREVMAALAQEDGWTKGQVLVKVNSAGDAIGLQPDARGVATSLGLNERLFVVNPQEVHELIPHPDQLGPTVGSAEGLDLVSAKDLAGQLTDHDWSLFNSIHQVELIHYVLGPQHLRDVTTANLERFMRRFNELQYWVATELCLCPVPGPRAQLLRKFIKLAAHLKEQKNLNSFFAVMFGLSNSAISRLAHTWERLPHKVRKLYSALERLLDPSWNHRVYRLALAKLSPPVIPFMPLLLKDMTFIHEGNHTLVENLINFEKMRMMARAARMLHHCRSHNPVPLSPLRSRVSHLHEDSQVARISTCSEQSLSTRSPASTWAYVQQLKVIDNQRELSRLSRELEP
# TDP-43 yeast inh – rescues yeast growth from TDP-43 toxicity; hit rate 1.8% among 410,000; TDP-43 expressing yeast growth rescue, BacTiter-Glo, 24 h; Potency, µM (series often up to 46.1 µM), for the others: at the top dose growth rescue (activation), hits mostly activators; further: % of control where 0% means no effect; nearly all actives have a fitted effect of over 50% in size
#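 In this qHTS, compounds that restore growth of yeast expressing TDP-43 appear as activators. Cells (OD600=0.02, galactose medium, raffinose-pregrown) are incubated with compound 24 hr at 30 deg C and growth is quantified by BacTiter-Glo.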
# EPAC1 agonist – EPAC1 (human) agonism. EPAC1 agonist qHTS, biochemical assay; response scale: 100% = response to 6.5 mM cAMP. AID 720707. Potency, µM (top dose mostly 154 µM), without a hit: top-dose activation, hits mostly activators. O95398. hit rate 0.073% among 360,000; further: nearly all actives have a fitted effect of over 60% in size
#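 Fluorescent GDP-exchange assay: 100 nM EPAC1 with 250 nM Rap1B preloaded with BODIPY-GDP and 50 uM GDP; compounds tested as concentration series, 5 min at room temperature, then read every 5 min for 30 min (ex 480/em 540 nm); normalized to 6.5 mM cAMP.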
# PTHR1 ag – activates the human parathyroid hormone receptor PTHR1. Q03431. HEK293 GP2 PTHR1 cells, GloSensor cAMP luminescence, 1 h. Potency, µM (series often up to 115 µM), inactives show at the highest dose activation, most hits filed as activators. hit rate 0.075% among 410,000; further: nearly all actives have a fitted effect of over 55% in size; some results filed as inactive show a strong effect at the top dose; inactives centre near -15; many of its hits are not listed in these tables
#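 HEK-293-derived GP2 cells expressing PTHR1 and a GloSensor cAMP reporter, 3,000/well, plated overnight, given luciferin plus IBMX (each 0.5 mM as added) for 1 h at 37 °C, then compound for 1 h at 37 °C. Luminescence was read after 15 min at room temperature.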
# EPAC2 ag – agonists of human EPAC2 (RAPGEF4) | AID 720711 | Potency, µM (titrated, usually from 154 µM), without a hit: at the highest dose activation, most hits filed as activators | Q8WZA2 | EPAC2 activation, biochemical qHTS; response scale: 100% = 6.5 mM cAMP response | hit rate 0.079% among 360,000; further: nearly all actives have a fitted effect of over 50% in size
#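 Compounds were titrated in qHTS against a Rap1B-BODIPY-GDP (250 nM) complex with EPAC2 (100 nM) and GDP (50 uM). BODIPY-GDP release tracked at 480/540 nm over 30 min at room temperature, normalized to 6.5 mM cAMP.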
# FUS yeast rescue – rescues growth of FUS-expressing yeast | S. cerevisiae FUS-expressing, growth rescue, OD600, 24 h | Potency, µM (titrated, usually from 76.6 µM), inactives show top-dose growth rescue (activation), hits mostly activators | AID 1347120 | hit rate 0.24% among 390,000;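 further: plate controls were DMSO vehicle for no effect and reference control for full effect; nearly all actives have a fitted effect of over 55% in size; some results filed as inactive show a strong effect at the top dose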
#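 Restored growth of FUS-toxic S. cerevisiae, read as 600 nm absorbance after 24 h at 30C in galactose medium (starting OD 0.005). Controls CP55940 and DMSO.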
# * hit, by the source's call; i = inactive; ? = inconclusive; . = not tested or not shown; & = joins results of further samples; [ ] = dose if it differs, or a comment. The call rests on the fitted dose curve; in most records, active means well fitted curve in the direction sought with a large enough effect; inconclusive means small, poorly fitted or top-dose-only effect, or another doubt; inactive means no such curve, though single readings can be large; an effect the other way counts as inactive or inconclusive. Potency means the concentration at half of the fitted maximal effect. The list is partial; the hit share may differ from the screen's.
# The line under a structure holds: EPAC1 antagonist, EPAC2 antag, EPAC1 agonist, aSyn rescue, PTHR1 ag, FUS yeast rescue, EPAC2 ag, TDP-43 yeast inh
1	CCc1ccc(NC(=O)Cn2cnc3c(=O)n(C)c(=O)n(C)c32)cc1
 : -2%, -8%, -7%, 3%, i, 11%, 6%, -19%
2	O=C1c2ccccc2C(=O)N1CCCc1c[nH]c2ccccc12
 : -6%, -19%, 13%, 22%, i, ., 5%, ?
3	CS(=O)(=O)N(Cc1ccccc1)c1ccc(C(=O)NCC2CCCO2)cc1 (configuration not stated)
 : 10%, 15%, -2%, -5%, -5%[57.5 µM], 24%, 7%, 2%
4	CCc1ccc(Nc2nnc(SCC(=O)Nc3cccc(S(=O)(=O)NC4=NCCCCC4)c3)s2)cc1
 : -26%, -1%, 3%, -7%, -24%, ., 9%, 0%
5	COCCCN1C(=O)C(CC(=O)NCc2cccs2)CC(C(=O)N2CCOCC2)=C1C (configuration not stated)
 : 0%, -3%, 0%, -2%, -28%, -10%, 4%, 0%
6	Cc1cccc(N2CCN(C(=O)c3ccc(NS(=O)(=O)c4c(C)noc4C)cc3)CC2)c1C
 : 3%, -4%, 10%, 2%, -43%[inhibitor], 31%, -2%, 8%
7	CC(C)CCN1C(Nc2ccccc2)=NC[C@@H]1Cc1ccccc1
 : 6%, 12%, 0%, 0%, i, -17%, 11%, 11%
8	CC(C(=O)Nc1nncs1)N1C(=O)C2C3C=CC(C3)C2C1=O (configuration not stated)
 : 6%, 15%, -10%, -2%, i, ., 0%, -13%
9	CN(CC(=O)N1CCC(C(N)=O)CC1)S(=O)(=O)c1ccc2ccccc2c1
 : -10%, 7%, 1%, -2%, -40%[inhibitor], -2%, 8%, -4%
10	CCOC(=O)C1CCCN1C(=O)C1(NC(C)=O)CCCC1 (configuration not stated)
 : 3%, 4%, 3%, -4%, i, ., 8%, 12%
11	CC1CCN(C(=O)c2[nH]cnc2C(=O)N[C@@H](Cc2ccccc2)C(=O)OC(C)(C)C)CC1
 : ?, -7%, -10%, 8%, -3%, 35%, -13%, ?
12	Cc1cc(Cl)ccc1OCC(=O)NCCOc1nc(N2CCCCC2)nc(N2CCOCC2)n1
 : -18%, -1%, 8%, -11%, i, ., -10%, 6%
13	Cc1ccc(CSc2sc(C(=O)c3ccccc3)c(N)c2C#N)cc1
 : -5%, -5%, 22%, 10%, i, -17%, 7%, 14%
14	Cc1ccc(C(=O)N2CCC2(C)C(=O)NC(C)C)cc1 (configuration not stated)
 : 6%, 8%, 0%, 4%, -23%, -28%, 3%, 16%
15	Cc1ccsc1C(=O)Nc1ccc(S(=O)(=O)N2CCOCC2)cc1
 : 6%, 10%, 2%, 14%, i, ., 2%, 0%
16	COCCN1C=C(C(=O)OC)C(c2cc3c(cc2Br)OCO3)C(C(=O)OC)=C1
 : 15%, 6%, 2%, 2%, i, 7%, 8%, -18%
17	Cc1cc(Cl)ccc1C(O)c1ncc(-c2ccc3ccccc3c2)[nH]1 (configuration not stated)
 : -11%, 6%, 0%, 29%, -22%, 5%, 13%, 8%
18	COc1cccc(OCC(O)CN2CCN(c3ncccn3)CC2)c1 (configuration not stated)
 : -15%, 3%, 6%, -2%, -27%, ., -2%, 16%
19	CC(=O)Oc1ccccc1N(C(C)=O)S(=O)(=O)c1cccc([N+](=O)[O-])c1
 : 4%, -3%, 13%, 8%, i, 19%, 16%, -4%[9.22 µM]
20	COc1ccc(OC)c(CCNC(=O)CN2C(=O)CCSc3ccccc32)c1
 : -1%, -1%, 7%, 1%, i, 24%, 4%, -8%
21	CC(C)(C)c1ccc(CNc2cc(N3CCOCC3)ccc2[N+](=O)[O-])cc1
 : -5%, -9%, 1%, -1%, -29%[57.5 µM], 10%, -3%, 5%
22	Cc1ccc(NC(=O)COC(=O)c2ccc(C)c(S(=O)(=O)N3CCOCC3)c2)cc1
 : -13%, -6%, 4%, 4%, i, 25%, -1%, 26%
23	Cc1cc(NC(=O)COC(=O)c2cccc(O)c2)no1
 : -17%, 8%, -17%, 2%, i, -31%, 0%, 7%
24	Nc1c(C(O)(C(F)(F)F)C(F)(F)F)ccc2ccccc12
 : -27%, -27%, 6%, -14%, -26%, 0%, -2%, ?
25	COc1ccc(-c2c(C#N)c(N)nc3c2CCc2ccccc2-3)cc1OC
 : -1%, 7%, 17%, 12%, -5%, ?, 21%, ?
26	O=C(NC(=S)NC1CCSC1=O)c1cccs1 (configuration not stated)
 : -3%, 4%, 7%, 1%, -25%, -3%, 0%, -12%
27	Cc1nc(N)ncc1CCC1OCCO1
 : 11%, 2%, -3%, -3%, i, -3%, 14%, -2%
28	CCCCSc1nnc(-c2ccc(NC(=O)CC)cc2)n1C
 : 3%, 17%, -6%, -18%&-4%, i, 20%, 5%, 4%
29	COC(=O)C(=C/C=C/c1cccnc1)C(=O)OC
 : 9%, 1%, 8%, -4%, -18%, -1%, 17%, 5%
30	CC(C)(C)c1cc(CN(CCO)CCO)cc(C(C)(C)C)c1O
 : -9%, -5%, 12%, 2%, -34%[inhibitor][57.5 µM], 17%, 20%, -10%
31	O=C(CCCN1C(=O)c2cccnc2C1=O)Nc1ccccc1F
 : 2%, 0%, 1%, 6%, -15%, 19%, 4%, 1%
32	C=CCn1c(C)cc(C(=O)CSc2nc3ccccc3o2)c1C
 : -17%, -5%, 9%, 5%, -35%[inhibitor], 28%, 14%, 22µM*
33	CC(=O)N/C(=N/c1nc(C)cc(C)n1)Nc1ccc(NC(C)=O)cc1
 : -8%, 3%, 10%, 6%, -17%, 4%, -8%, -7%
34	CC1=N/C(=C\c2ccccc2Cl)C(=O)O1
 : 14%, 22%, 3%, -2%, ?, 40%, 7%, -21%
35	COc1ccc(CN2CCN(Cc3cccc4nonc34)CC2CCO)c(C)c1C (configuration not stated)
 : 7%, 4%, -2%, 13%, i, 11%, 5%, -2%
36	CNC(=O)COC(=O)c1ccc([N+](=O)[O-])cc1Cl
 : 3%, 9%, -5%, 2%, i, 5%, 5%, -10%
37	O=C(OCC(=O)N1CCCCCC1)c1ccc(Br)c(S(=O)(=O)N2CCOCC2)c1
 : -3%, 13%, -5%, 1%, -47%[inhibitor], ., -6%, -8%
38	O=C(CN1CCCc2ccccc21)Nc1cccc(S(=O)(=O)N2CCCC2)c1
 : 2%, -14%, 11%, ?, i, -8%, 12%, 2%
39	Cc1c(Cl)cccc1-n1c(SCC(=O)N(C)Cc2ccccc2)nnc1-c1ccncc1
 : 6%, -1%, -6%, ., -4%, 23%, -4%, 2%
40	CNC(=O)C12CC3CC(CC(Cl)(C3)C1)C2
 : 11%, 1%, 2%, 4%, i, -4%, -1%, -8%
41	COc1ccc(Cl)cc1-n1c(=S)sc2c(=O)n(-c3ccc(F)cc3)c(SCC(=O)O)nc21
 : -29%, -11%, 1%, 8%, ?, 26%, -3%, 5%
42	CCOC(=O)c1oc2ccccc2c1COC(=O)CNC(=O)c1ccco1
 : 2%, -3%, 4%, 0%, i, 19%, 2%, 17%
43	O=C(c1ccccc1)C(C(=O)N1CCc2ccccc2C1)n1ccccc1=O (configuration not stated)
 : -4%, 0%, 5%, -4%, i, ., 6%, 10%
44	CSCCC(N=C(NS(=O)(=O)c1ccc(Br)cc1)c1ccccc1)C(=O)O (configuration not stated)
 : 16%, -2%, 8%, 2%, -6%, 0%, 0%, -21%

# Part of the list above in order of molar mass, descending.
# The line under a structure holds: EPAC1 antagonist, EPAC2 antag, EPAC1 agonist, aSyn rescue, PTHR1 ag, FUS yeast rescue, EPAC2 ag, TDP-43 yeast inh
41	COc1ccc(Cl)cc1-n1c(=S)sc2c(=O)n(-c3ccc(F)cc3)c(SCC(=O)O)nc21
 : -29%, -11%, 1%, 8%, ?, 26%, -3%, 5%
37	O=C(OCC(=O)N1CCCCCC1)c1ccc(Br)c(S(=O)(=O)N2CCOCC2)c1
 : -3%, 13%, -5%, 1%, -47%[inhibitor], ., -6%, -8%
22	Cc1ccc(NC(=O)COC(=O)c2ccc(C)c(S(=O)(=O)N3CCOCC3)c2)cc1
 : -13%, -6%, 4%, 4%, i, 25%, -1%, 26%
35	COc1ccc(CN2CCN(Cc3cccc4nonc34)CC2CCO)c(C)c1C (configuration not stated)
 : 7%, 4%, -2%, 13%, i, 11%, 5%, -2%
20	COc1ccc(OC)c(CCNC(=O)CN2C(=O)CCSc3ccccc32)c1
 : -1%, -1%, 7%, 1%, i, 24%, 4%, -8%
43	O=C(c1ccccc1)C(C(=O)N1CCc2ccccc2C1)n1ccccc1=O (configuration not stated)
 : -4%, 0%, 5%, -4%, i, ., 6%, 10%
33	CC(=O)N/C(=N/c1nc(C)cc(C)n1)Nc1ccc(NC(C)=O)cc1
 : -8%, 3%, 10%, 6%, -17%, 4%, -8%, -7%
7	CC(C)CCN1C(Nc2ccccc2)=NC[C@@H]1Cc1ccccc1
 : 6%, 12%, 0%, 0%, i, -17%, 11%, 11%
2	O=C1c2ccccc2C(=O)N1CCCc1c[nH]c2ccccc12
 : -6%, -19%, 13%, 22%, i, ., 5%, ?
36	CNC(=O)COC(=O)c1ccc([N+](=O)[O-])cc1Cl
 : 3%, 9%, -5%, 2%, i, 5%, 5%, -10%
29	COC(=O)C(=C/C=C/c1cccnc1)C(=O)OC
 : 9%, 1%, 8%, -4%, -18%, -1%, 17%, 5%

# Part of the list above in another layout.
44) CSCCC(N=C(NS(=O)(=O)c1ccc(Br)cc1)c1ccccc1)C(=O)O (configuration not stated)
  EPAC1 antagonist = 16%	EPAC2 antag = -2%	EPAC1 agonist = 8%	aSyn rescue = 2%	PTHR1 ag = -6%	FUS yeast rescue = 0%	EPAC2 ag = 0%	TDP-43 yeast inh = -21%

42) CCOC(=O)c1oc2ccccc2c1COC(=O)CNC(=O)c1ccco1
  EPAC1 antagonist = 2%	EPAC2 antag = -3%	EPAC1 agonist = 4%	aSyn rescue = 0%	PTHR1 ag = i	FUS yeast rescue = 19%	EPAC2 ag = 2%	TDP-43 yeast inh = 17%
